APEX1 inh: APE1 (human) endonuclease inhibition | Potency, µM (top dose mostly 65.8 µM), for inactives: at the highest dose activity change, negative = inhibition, usual class: inhibitors | recombinant APE1, TAMRA/BHQ-2 abasic DNA cleavage fluorescence | 350,000 compounds, 0.35% hits | P27695;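 also: plate controls were vehicle for no effect and reference inhibitor for full effect; nearly all actives have a fitted effect of over 55% in size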
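Quantitative HTS: incision of a TAMRA/BHQ-2 double-stranded substrate bearing a tetrahydrofuran abasic site by 0.75 nM APE1 raises fluorescence. Substrate 50 nM final, added after 15 min compound preincubation at room temperature; progress as third-minus-first kinetic read difference.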
POLK inh: DNA polymerase kappa (human) inhibition; Q9UBT6; purified Pol kappa, fluorescent DNA synthesis assay, 10 min; Potency, µM (highest dose often 107 µM), without a hit: at the top dose activity, negative = inhibition, usual class: inhibitors; 400,000 compounds, 0.53% hits; AID 588579; also: % is scaled to controls: 0 for no effect and ±100 for the full control effect
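Enzyme at 10 nM met test compounds for 15 min at room temperature. Substrate addition (50 nM final) began the reaction, which was monitored by fluorescence at 0 and 10 min.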
BAZ2B block: inhibitors of human BAZ2B bromodomain. 360,000 compounds, 4.4% hits. AlphaScreen BAZ2B-H3K14Ac peptide displacement. Q9UIF8. Potency, µM (series often up to 114 µM), for the others: at the top dose activity change, negative = inhibition, most hits filed as inhibitors. AID 504333; also: % is scaled to controls: 0 for no effect and ±100 for the full control effect; nearly all actives have a fitted effect of over 60% in size
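In this displacement format the biotinylated H3(5-23) peptide acetylated at Lys14 serves as ligand at 50 nM, with BAZ2B at 50 nM in PBS pH 7.4 containing 0.01% Tween-20. Donor and acceptor beads are 10 ug/mL final.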
G9a block: G9a (human) methyltransferase inhibition; Potency, µM (highest dose often 102 µM), for inactives: top-dose activity, negative = inhibition, most hits filed as inhibitors; AID 504332; G9a H3K9 monomethylation, AlphaScreen, 2 h; 350,000 compounds, 8.8% hits; also: % is scaled to controls: 0 for no effect and ±100 for the full control effect; nearly all actives have a fitted effect of over 75% in size
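G9a (20 nM) was preincubated 15 min with compound, then reacted 2 h at room temperature with 500 nM biotin-H3K9 peptide and 20 µM SAM. Monomethyl-H3K9 detected by AlphaScreen using anti-H3K9me1 antibody.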
Pol beta inh: inhibitors of human DNA polymerase beta; P06746; Pol beta primer extension/strand displacement, fluorescence kinetic; Potency, µM (series often up to 114 µM), for inactives: at the top dose activity change, negative = inhibition, hits mostly inhibitors; 340,000 compounds, 1.3% hits; also: % is scaled to controls: 0 for no effect and ±100 for the full control effect
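Preincubation: enzyme (10 nM) with compound, 15 min, RT. Reaction: substrate added to 50 nM final. Reads: 0 and 10 min. Analysis: normalized, Hill fit.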
JMJD2A Tudor: inhibitors of human JMJD2A Tudor domain; AlphaScreen JMJD2A-Tudor / H3K4me3 peptide binding; Potency, µM (titrated, usually from 114 µM), for inactives: top-dose activity change, negative = inhibition, usual class: inhibitors; 390,000 compounds, 4.4% hits; AID 504339; also: % is scaled to controls: 0 for no effect and ±100 for the full control effect; nearly all actives have a fitted effect of over 50% in size
Target sequence (O75164 whole entry, looked up, the tested form may be a part): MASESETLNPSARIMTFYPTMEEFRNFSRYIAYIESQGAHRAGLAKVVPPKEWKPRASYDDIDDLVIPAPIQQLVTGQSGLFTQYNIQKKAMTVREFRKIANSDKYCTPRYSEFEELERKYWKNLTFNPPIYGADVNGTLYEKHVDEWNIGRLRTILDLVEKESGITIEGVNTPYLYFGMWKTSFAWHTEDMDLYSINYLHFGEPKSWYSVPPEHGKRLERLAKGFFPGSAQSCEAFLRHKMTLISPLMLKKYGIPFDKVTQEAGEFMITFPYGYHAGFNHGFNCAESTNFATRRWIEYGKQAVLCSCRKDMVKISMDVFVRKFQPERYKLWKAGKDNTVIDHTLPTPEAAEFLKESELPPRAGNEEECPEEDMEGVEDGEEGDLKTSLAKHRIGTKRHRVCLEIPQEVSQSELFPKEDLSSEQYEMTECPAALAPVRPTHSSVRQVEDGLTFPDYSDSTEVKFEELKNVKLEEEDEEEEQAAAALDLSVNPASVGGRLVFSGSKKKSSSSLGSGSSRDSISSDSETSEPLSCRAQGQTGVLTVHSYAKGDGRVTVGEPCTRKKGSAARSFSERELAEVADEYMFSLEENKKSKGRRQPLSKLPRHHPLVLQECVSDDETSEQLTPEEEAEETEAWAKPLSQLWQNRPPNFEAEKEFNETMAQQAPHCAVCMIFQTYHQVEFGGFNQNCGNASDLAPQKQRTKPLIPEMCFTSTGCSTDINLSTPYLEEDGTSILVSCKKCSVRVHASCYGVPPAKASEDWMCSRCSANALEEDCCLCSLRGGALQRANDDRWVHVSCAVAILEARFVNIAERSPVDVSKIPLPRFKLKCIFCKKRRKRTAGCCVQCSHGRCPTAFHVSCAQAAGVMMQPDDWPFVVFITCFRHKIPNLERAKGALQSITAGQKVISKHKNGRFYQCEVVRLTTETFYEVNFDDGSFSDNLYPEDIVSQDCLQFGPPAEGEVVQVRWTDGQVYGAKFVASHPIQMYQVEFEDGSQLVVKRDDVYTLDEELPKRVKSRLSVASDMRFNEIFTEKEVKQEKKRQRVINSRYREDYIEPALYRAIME
POLI inh: inhibitors of human DNA polymerase iota; AID 588590; Q9UNA4; 390,000 compounds, 1% hits; Potency, µM (highest dose often 115 µM), for the others: top-dose activity, negative = inhibition, usual class: inhibitors; Pol iota fluorescent replication assay, 10 min
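Fluorescent replication assay read twice, at 0 min and 10 min after adding 50 nM (final) substrate. Enzyme (10 nM) and compounds were first incubated 15 min at room temperature; enzyme-free buffer wells were negative controls.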
BLM helicase inh: Bloom syndrome helicase (human) inhibition | recombinant BLM DNA unwinding, fluorescence dequenching | Potency, µM (titrated, usually from 56.1 µM), inactives show at the highest dose activity change, negative = inhibition, actives largely listed as inhibitors | 350,000 compounds, 0.2% hits | AID 2528;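 also: plate controls were vehicle for no effect and no enzyme for full effect; nearly all actives have a fitted effect of over 35% in size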
Pol eta inh: inhibitors of human DNA polymerase eta; Q9Y253; recombinant Pol eta, fluorescent DNA replication assay; Potency, µM (titrated, usually from 114 µM), for inactives: at the top dose activity change, negative = inhibition, usual class: inhibitors; 390,000 compounds, 1.2% hits; AID 588591; also: % is scaled to controls: 0 for no effect and ±100 for the full control effect
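Pol eta at 10 nM preincubated with compounds 15 min at room temperature; reaction started with fluorescent substrate (50 nM final) and read kinetically at 0 and 10 min.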
Starred values were filed as active, the others as inactive; ? = inconclusive; / = no result given; & = joins results of further samples; [ ] = dose if it differs, or a comment. Calls follow the shape of the dose curve; as a rule, active = well fitted curve in the direction sought with a large enough effect; inconclusive = small, poorly fitted or top-dose-only effect, or another doubt; inactive = no such curve, though single readings can be large; an effect the other way counts as inactive or inconclusive. Potency is read from the fitted curve at half-maximal effect.

canonical_smiles,APEX1 inh,POLK inh,BAZ2B block,G9a block,Pol beta inh,JMJD2A Tudor,POLI inh,BLM helicase inh,Pol eta inh
COc1ccc(Cc2nc(-c3cccc(C)c3)no2)cc1,15%,-19%,168%[activator],27%[12.7 µM],12%,193%[activator],5%,-8%,-12%
O=C(C[C@H]1C/C=C\C[C@@H](Cc2ccc(F)cc2)C(=O)O[C@@H](c2ccccc2)CNC1=O)NCCO,0%,2%,/,/,/,-15%,33%[activator],/,-20%
COc1cccc(CN(Cc2ccco2)S(=O)(=O)c2ccc(S(=O)(=O)NCc3ccccc3)cc2)c1OC,-6%,-18%,6%,12%[59 µM],-22%,-22%,?,-4%,1%
CC1CCCCC12NC(=O)N(CC(=O)Nc1ccc3c(c1)OCCCO3)C2=O (stereo not given),17%,6%,8%,-8%[59 µM],/,-14%,19%,/,4%
COc1ccc(Cc2nc3ccc(C(=O)N(C)C(C)c4ccon4)cc3o2)cc1 (stereo not given),33%,-4%,-15%,30%[activator],7%,-18%,10%,-2%,-7%
COc1ccccc1-c1nnc(SCC(=O)N2CC(C)CC(C)C2)o1 (stereo not given),-5%,-1%,-4%,6%[12.7 µM],-3%,4%,9%,-8%,-6%
Cc1ccc(NC2OC(C(O)CO)C(O)C2O)cc1[N+](=O)[O-] (stereo not given),-1%,9%,3%,8%[0.0925 µM],15%,-5%,-9%,-1%,-5%
O=C(NN=C1CCCC1)c1ccc(O)cc1O,40%,-30%,2%,11%,0%,0%,?,-1%,11%
COc1ccc(C(=O)CN2C(=O)C(C)(C)Oc3ccc(C(=O)N4CCCCCC4)cc32)cc1,0%,-13%,-4%,-19%[59 µM],-2%,-16%,-5%,0%,-9%
CNC(=O)c1cc2c(cn1)[nH]c1ccccc12,-7%&-8%&3%,8%[60.1 µM],/,29%[12.7 µM],-15%[57.1 µM],-17%,-5%[58.9 µM],3%,-4%[57.1 µM]
COc1ccc(/C=C/C(=O)NC(=S)Nc2ccc(S(N)(=O)=O)cc2)cc1,5%,-1%,0%,/,-22%,-17%,-14%,-11%,-4%
O=C(N/N=C(\CC(=O)c1cccs1)C(F)(F)F)c1ccncc1,1%,-4%,-15%,-4%,-33%,-26%,39%[activator],1%,5%
O=C(Nc1ccnn1C1CCN(Cc2cccc(F)c2F)CC1)C1CCCC1,-3%,-5%,-22%,?,3%,-27%,13%,-5%,-4%
O=C(COC(=O)c1cc(Cl)ccc1O)NCC1CCCO1 (stereo not given),14%,0%,11%,-30%,/,-10%,16%,/,-2%
OCCNCc1cc(Br)ccc1OCc1ccccc1Cl,6%,-4%,3%,6%[59 µM],-19%,-9%,14%,-1%,-19%
Cc1cc(NC(=O)c2cccs2)n(-c2ccccc2)n1,5%,-18%,?,5%,1%,-8%,11%,-6%,-6%
COc1ccc(C(=O)NC(CO)c2nnc(SCc3ccc(Cl)c(Cl)c3)n2C)cc1 (stereo not given),-1%,-4%,7%[57.1 µM],7%,24%,-17%,-7%,-1%,-2%
O=C(Cn1cc(S(=O)(=O)c2ccccc2)c(=O)c2cc3c(cc21)OCO3)Nc1ccc(Cl)cc1,/,-3%,-21%,3%[59 µM],-1%,-18%,18%,-6%,-4%
CSc1ncccc1C(=O)Nc1nccs1,-11%[12.4 µM],4%,0%,10%[59 µM],4%,-12%,47%[activator],1%,-17%
CS(=O)(=O)Nc1ccc2c(c1)ncn2CCc1ccccc1,1%,-12%[60.1 µM],0%,24%[2.33 µM],9%,-11%,4%,2%,7%
CSc1cccc(NC(=O)c2cc(S(=O)(=O)N3CCCC3)cn2C)c1,24%,2%,-26%,-36%,?,-3%,23%,-3%,-22%
COc1cccc(NC(=O)COC(=O)COc2ccccc2[N+](=O)[O-])c1,-8%,-23%,-33%,-12%[59 µM],1%,-28%,12%,-2%,0%
CCOC(=O)c1cc(NC(=O)c2cnccn2)cc(C(=O)OCC)c1,16%,1%,4%,21%[59 µM],15%,-25%,-9%[58.9 µM],0%,-2%
O=C(CCS(=O)(=O)c1nc(-c2ccc3c(c2)OCO3)cc(C(F)(F)F)n1)Nc1ccc(F)c(Cl)c1,/,-2%,4%,3%[59 µM],3%,-8%,-20%,-4%,-8%
N/C(=N\OC(=O)CCC1CCCC1)c1ccc(Br)cc1,2%,-14%,125%[activator],134%[activator],4%,85%[activator],36%[activator],-6%,-26%
O=C(c1ccccc1Oc1ccccc1)N1CCN(c2ccccc2)CC1,2%,-18%,10%,40µM*,9%,-36%,16%,-3%,-9%
O=C(Cc1ccc(S(=O)(=O)N2CCOCC2)s1)NCCOc1ccccc1F,12%,3%,-3%,-26%[12.7 µM],/,-1%,-1%,/,-21%
Oc1oc(-c2ccccc2Br)nc1C=Nc1ccc(Br)cn1,-4%,2%,-13%,-51%,-13%,-12%,?,?,?
COC(=O)c1ccc(COc2ccc(-c3nnn(CC(=O)NC(C)(C)C)n3)cc2)cc1,4%,-2%,0%,15%[59 µM],17%,-9%,2%,-13%,-18%
COc1ccc(-n2nc3cc(C)c(NC(=O)COc4cccc(C)c4)cc3n2)cc1,/,-4%,7%,-5%[59 µM],2%,2%,0%,-3%,-11%
COC(=O)COc1ccc(-c2nccc(-c3ccc(Br)cc3)n2)cc1,6%,10%,4%,6%,8%,16µM*,5%,-3%,-3%
Cc1ccccc1NC(=O)N1CCN(S(=O)(=O)c2ccccc2)CC1,7%,1%,0%,-15%,13%,?,32%[activator],0%,-9%
COc1ccc(S(=O)(=O)N2CCN(c3cnccn3)CC2)cc1,-2%,-9%,/,/,/,-10%,54%[activator],/,2%
CCN(C(=O)c1cc(Cl)ccc1OC)c1ccccc1,-1%,0%,0%,15%[59 µM],-22%,-19%,-3%,-2%,3%
Cc1ccc2nc3c(nc2c1C)CCCC3,0%,-14%,10%,39%[0.501 µM],6%,-6%,208%[activator],-1%,-18%
O=C1CC(N2CCN(C/C=C/c3ccccc3)CC2)C(=O)N1Cc1cccs1 (stereo not given),0%,-18%,6%,12%[12.7 µM],1%,-16%,4%,1%,-19%
COc1ccc(N(C(=O)CNC(=O)c2ccco2)C(C(=O)NCC2CCCO2)c2ccccc2)cc1OC (stereo not given),6%,-10%,0%,24%,24%,-10%,8%,-1%,-5%
COC(=O)c1ccc(OCc2cc(=O)n3ccsc3n2)cc1,9%,-7%,-11%,-3%[59 µM],?,-4%,-5%,0%,-22%
COc1ccc(-n2nc(C)c3onc(C)c3c2=O)cc1,-1%,2%,9%,/,-3%,-10%,101%[activator],0%,0%
CCOc1ccc(N(CC(=O)Nc2cccc(OC)c2)S(=O)(=O)c2c(C)noc2C)cc1,-11%,-12%,2%,-18%[59 µM],-13%,-31%,19%,-13%,-22%
O=S(=O)(c1cccc(F)c1)N1CCN(c2ncnc3scc(-c4ccc(F)cc4)c23)CC1,-13%,-7%,4%,10%[0.501 µM],/,-22%,51%[activator],/,-12%
COc1ccc(Oc2nnc(-c3ccccc3)cc2C#N)cc1,18%,-9%,?,-5%[59 µM],8%,6%[11.4 µM],14%,-8%,-11%
C[C@]12c3[nH]c4cc(-c5ccco5)ccc4c3CCN1C(=O)[C@@H](CC(=O)NCCCn1ccnc1)C[C@@H]2C(=O)N1CCOCC1,8%,-8%,/,/,/,?,-6%,/,0%
COc1cccc(CNC(=O)COC(=O)c2cc(Br)c(Br)s2)c1,-7%,2%,6%,78%[activator][12.7 µM],/,-8%,-6%,/,-14%
CCCCCOc1ccc(C(=O)N(Cc2ccccc2)C2CCS(=O)(=O)C2)cc1 (stereo not given),/,0%[60.1 µM],-9%,-3%[59 µM],9%,-7%,2%,-10%,-23%
COC(=O)[C@H](CCSC)NC(=O)c1cc2c(cn1)[nH]c1ccccc12,-5%,-10%,-34%,1.8µM*,-2%,?,20%,-4%,-9%
COc1ccccc1C(OC(=O)c1ccco1)C(=O)NC(C)(C)C (stereo not given),3%,-2%,0%,-1%,18%,-17%,-3%,-2%,3%
Cc1cc(N2CCC(C)CC2)nc2ccc(NC(=O)/C=C/c3cccc(Cl)c3)cc12,/,-3%,-17%,-32%[59 µM],-1%,-29%,-7%,0%,-1%
CCOC(=O)C1CCCN(CCC(=O)Nc2cc(C)cc(C)c2)C1 (stereo not given),15%,-2%,-4%,18%,30%,-9%,79%[activator],1%,-22%
CN(C)S(=O)(=O)c1ccc(Cl)c(C(=O)NNC(=O)Cc2nc3ccccc3n2C)c1,-10%,-12%,8%,-1%[2.33 µM],/,-22%,-15%,/,-17%
CC1CCCCC1NC(=O)CSc1nnc(COc2ccccc2Cl)o1 (stereo not given),-6%,-11%,5%,-6%[59 µM],3%,-3%,23%,0%,-8%
CCOC(=O)c1c(C)[nH]c(CCC(=O)NCCCN2CCN(c3ccccc3F)CC2)c1C,/,-13%[60.1 µM],-28%,-7%[59 µM],7%,?,2%,-1%,-12%

An excerpt (hit frequency here may not be typical).
